# Screens: PubChem BioAssay, several laboratories
# SKN-1 block: suppressors of acrylamide-induced Pgst-4::GFP reporter in worms, primary screen, SKN-1 inhibitor project, whole organism, uHTS, GFP/RFP fluorescence ratio, strain VP596. C. elegans VP596 Pgst-4::GFP/RFP ratio, 24 h. inhibition, % at 21.8 µM. 360,000 compounds, 0.49% hits;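 active means interference check ratio from 0.5 to 1.5 plus GFP to RFP signal ratio inhibition reaching or exceeding a fixed threshold, cut at about 30% in these data, passing the limit was not always enough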; further: some compounds called inactive have numbers as strong as hits
# NadD block: inhibitors of S. aureus NadD, primary screen, biochemical, colorimetric, uHTS; 360,000 compounds, 0.78% hits; purified NadD enzyme, colorimetric absorbance read-out; Nicotinate-nucleotide adenylyltransferase NadD (Staphylococcus aureus N315); inhibition, % at 20 µM; AID 602399, 2012; in the data active means inhibition above about 26%; further: some compounds past the cut are filed as inactive
# SUMO1 PPI mod: modulators of SUMO1 protein-protein interactions, primary screen, biochemical, uHTS. SUMO1 binding to a labelled peptide, TR-FRET, 1 h. AID 602429, 2012. inhibition, % at 20 µM. 360,000 compounds, 0.33% hits; in the data active means inhibition above about 37%
# Target sequence (P63165 whole entry, looked up): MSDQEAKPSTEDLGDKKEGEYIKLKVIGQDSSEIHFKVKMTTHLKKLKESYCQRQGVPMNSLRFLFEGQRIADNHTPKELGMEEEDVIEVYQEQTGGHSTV
# NRP1-CendR mod: modulators of CendR peptide binding to NRP-1, primary screen, biochemical, fluorescence polarization, uHTS. inhibition, % at 25 µM. FAM-RPARPAR peptide binding to NRP-1. 360,000 compounds, 0.85% hits. AID 602438, 2012. Neuropilin-1 (Homo sapiens), O14786;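 active means inhibition or corrected inhibition above about 18%, plus a signal ratio from 0.5 to 1.5, limit read from the data, passing the limit was not always enough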; further: strong numbers were not always called active
# LMPTP inh: LMPTP phosphatase inhibitors, primary screen, biochemical, fluorescence intensity, uHTS | 360,000 compounds, 0.22% hits | inhibition, % at 20 µM | recombinant LMPTP-A, OMFP fluorogenic substrate | Low molecular weight phosphotyrosine protein phosphatase (Homo sapiens), P24666 | AID 651560, 2012;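 active means compounds that cut the enzyme signal by at least half of the control window in the single-dose screen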;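 further: plate controls were DMSO wells with enzyme plus substrate for no effect and substrate without enzyme for full effect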
# Target sequence (P24666 whole entry, looked up): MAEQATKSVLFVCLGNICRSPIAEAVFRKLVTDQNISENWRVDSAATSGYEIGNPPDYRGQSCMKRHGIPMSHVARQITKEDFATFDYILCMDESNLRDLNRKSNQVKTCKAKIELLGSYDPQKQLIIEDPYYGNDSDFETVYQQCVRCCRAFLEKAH
#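 Assay system: LMPTP-A, protein tyrosine phosphatase of low molecular weight / Medium: pH 6.0 Bis-Tris buffer with DTT and Triton X-100 / Schedule: 50 min enzyme reaction at room temperature, protected from light / Measured by: endpoint fluorescence intensity from OMFP dephosphorylation / Read-out basis: % inhibition relative to no-enzyme and uninhibited control wells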
# Neddyl block: inhibitors of cullin neddylation, primary screen, biochemical, TR-FRET, uHTS, NAE and Ubc12. NEDD8-conjugating enzyme Ubc12 (Homo sapiens) + NEDD8-activating enzyme E1 regulatory …. calls only at 25 µM. 360,000 compounds, 0.58% hits. AID 651699, 2012; in the data active means inhibition above about 36%
# Target sequence (P61081 whole entry, looked up): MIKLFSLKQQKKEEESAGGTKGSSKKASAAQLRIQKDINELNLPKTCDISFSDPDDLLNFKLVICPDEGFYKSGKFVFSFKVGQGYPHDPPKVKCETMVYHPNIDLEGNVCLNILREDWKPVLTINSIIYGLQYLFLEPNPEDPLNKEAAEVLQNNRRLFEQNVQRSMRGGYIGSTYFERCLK
# Target sequence (Q13564 whole entry, looked up): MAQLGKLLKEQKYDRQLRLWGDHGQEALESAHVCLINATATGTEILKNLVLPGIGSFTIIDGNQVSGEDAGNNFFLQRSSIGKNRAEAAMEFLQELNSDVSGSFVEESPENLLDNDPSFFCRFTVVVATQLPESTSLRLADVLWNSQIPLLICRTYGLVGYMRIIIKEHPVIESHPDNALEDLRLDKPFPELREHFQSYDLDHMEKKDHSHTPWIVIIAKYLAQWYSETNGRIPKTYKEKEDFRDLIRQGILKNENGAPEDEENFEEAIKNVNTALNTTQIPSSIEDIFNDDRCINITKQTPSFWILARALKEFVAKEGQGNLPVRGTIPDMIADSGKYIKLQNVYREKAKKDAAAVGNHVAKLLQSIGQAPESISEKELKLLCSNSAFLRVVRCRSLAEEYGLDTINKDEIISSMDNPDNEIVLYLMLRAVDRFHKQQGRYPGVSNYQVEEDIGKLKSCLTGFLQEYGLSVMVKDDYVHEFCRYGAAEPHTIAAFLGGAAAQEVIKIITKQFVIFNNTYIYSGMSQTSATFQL
# STEP block: STEP phosphatase inhibitors, primary screen, biochemical, fluorescence intensity, uHTS; Tyrosine-protein phosphatase non-receptor type 5 (Homo sapiens), P54829; recombinant STEP, OMFP fluorogenic substrate; inhibition, % at 20 µM; 360,000 compounds, 0.25% hits; AID 588621, 2011;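 active means inhibition at 20 µM, scaled per plate between control wells, above about 37%, limit read from the data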;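 further: 0% = DMSO with enzyme and substrate and 100% = substrate only without enzyme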
#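 Measure: Control-normalized % inhibition with plate pattern correction | Test system: STEP phosphatase, cell-free reaction | Medium: pH 6.0 Bis-Tris with DTT and Tween 20 | Technique: Fluorescence, 480/540 nm | Times: Reaction 20 min, ambient temperature | Doses: Single compound dose of 20 µM, 1% DMSO final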
# Scp1 inh: Scp-1 phosphatase inhibitors, primary screen, biochemical, colorimetric, uHTS; Carboxy-terminal domain RNA polymerase II polypeptide A small phosphatase 1 (Homo …; Recombinant Scp1, phosphopeptide, malachite green phosphate absorbance; inhibition, % at 20 µM; 340,000 compounds, 0.88% hits;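 active means inhibition above about 50% at 20 µM, limit read from the data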;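 further: plate controls were DMSO wells with enzyme for no effect and wells lacking enzyme for full effect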
#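 Test system: SCP-1 phosphatase catalytic domain, residues 76-261 | Compound dosing: One concentration, 20 µM, with 1.0% DMSO | Schedule: 45 min room-temperature reaction, 5 min colour, 30 min stabiliser | Detection: Absorbance at 630 nm | Read-out basis: % inhibition of SCP-1 phosphate liberation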
# TbMetRS inhib: T. brucei MetRS inhibitors, primary screen, biochemical, luminescence. AID 624268, 2012. purified T. brucei MetRS, ATP depletion, Kinase-Glo luminescence. methionyl-tRNA synthetase (Trypanosoma brucei brucei). 360,000 compounds, 0.4% hits. inhibition, % at 11.9 µM;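 active means inhibition above a per-plate cutoff of the control wells' mean inhibition plus 3 SD, cut at about 5.5% in these data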;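 further: 0% = DMSO wells median and 100% = median of wells with control inhibitor compound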
#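 System: purified T. brucei MetRS enzyme / Detection: Kinase-Glo luciferase luminescence reporting remaining unconsumed ATP / Medium: HEPES buffer with MgCl2, KCl, DTT, spermine, BSA, pyrophosphatase / Replication: singlicate, one well per compound / Evaluation: percent inhibition relative to median high and low control wells / Schedule: 2 h aminoacylation at 25 °C after 15 min preincubation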
# DNMT1 block: human DNMT1 methyltransferase inhibitors, primary screen, biochemical, molecular beacon, fluorescence, HinP1I cleavage, uHTS. DNA (cytosine-5)-methyltransferase 1 (Homo sapiens), P26358. inhibition (reported as % activation of signal), % at 10 µM. 360,000 compounds, 0.83% hits; in the data active means inhibition above about 50%
# An asterisk follows results filed as active; i = inactive; nt = not tested or not shown.
# Below each compound: STEP block	Neddyl block	NadD block	DNMT1 block	SUMO1 PPI mod	TbMetRS inhib	Scp1 inh	LMPTP inh	NRP1-CendR mod	SKN-1 block
1	Cc1ccc(NCC(O)C(O)C(O)CO)c(N=Nc2ccccc2)c1C (centres undefined)
    0	i	-7	-2	-42	-0.4	-6	0.7	-2	-8
2	C/C(=N/NC(=O)c1ccc(-c2ccccc2)cc1)c1cc(O)cc(O)c1
    1	i	7	-7	10	-0.3	-6	1.0	4	4
3	O=C(NCc1cccc(Cl)c1)c1cccc(S(=O)(=O)N2CCCCC2)c1
    1	i	-7	3	1	4.9	-8	1.5	11	-9
4	Cc1cc2nc3ccc(=[N+](C)C)cc-3sc2cc1N
    3	i	-6	57*	54*	-0.6	-28	32	11	80
5	Cc1ccc(N=C2N=C(N)c3ccccc32)c(C)c1
    2	i	-7	0	-6	-1.5	-2	0.0	-13	5
6	CCCC(=O)Nc1nnc(/C=C/c2ccccc2)s1
    -2	nt	-1	-4	-15	-1.4	11	-1.6	7	1
7	CCC[C@H]1CC(=O)C=C(c2ccsc2)ON1C(=O)OC(C)(C)C
    1	i	1	9	-4	-0.1	-12	0.8	-5	4
8	Cc1cc(OCC(=O)OCC(=O)N(C)Cc2ccccc2C)ccc1Cl
    0	i	-3	-7	2	-0.3	-6	1.9	8	0
9	C/C(=N/NC(=O)CNc1ccc(C)cc1)c1ccc(Cl)cc1
    -1	i	12	-4	-5	-0.3	-4	-1.3	-18	10
10	O=C(CCNS(=O)(=O)c1ccc(Br)s1)NCc1ccc2c(c1)OCO2
    1	i	2	1	-1	-0.8	-5	0.5	-4	3
11	O=C(CSc1ncn(-c2ccccc2)n1)Nc1nccs1
    -2	i	6	1	5	-0.5	28	-1.2	-1	0
12	O=C(OCc1ccccc1)N1CCC2CC1c1cc(NCCc3ccccc3)ccc12 (centres undefined)
    0	i	11	-5	0	-0.1	12	3.1	-4	-7
13	CCCCN(C(=O)c1ccc(C)c(S(=O)(=O)N2CCOCC2)c1)c1c(N)n(CC(C)C)c(=O)[nH]c1=O
    -3	i	0	0	2	-0.5	2	-1.6	5	-9
14	COc1ccc(S(=O)(=O)NC(C)C(=O)NCC2CCCO2)cc1OC (centres undefined)
    0	i	5	0	-3	-0.3	-5	-0.2	-2	8
15	CCNC(=O)CC(=O)Nc1ccccc1C(=O)O
    -2	i	1	2	-1	-1.2	3	-0.8	-2	-1
16	O=C(NCCO)c1ccc(CSc2nc3ccccc3[nH]2)cc1
    -3	i	0	0	1	-0.3	-5	-0.6	4	7
17	COC(=O)c1cc(Br)c(=O)n(Cc2ccc3c(c2)OCO3)c1
    -2	i	-3	0	-2	-0.9	6	-1.7	-3	3
18	COC(=O)c1ccc(COc2ccc(-c3nnn(CC(N)=O)n3)cc2)cc1
    3	i	0	-4	7	-0.7	-7	3.2	-8	-3
19	Cc1cc(C)c(C#N)c(SCC(=O)Nc2ccccc2)n1
    0	i	-5	4	-2	-0.8	-5	0.7	12	8
20	O=C(CN(C(=O)CCNC(=O)c1ccco1)c1ccccc1)NC1CCCC1
    0	i	3	5	1	-1.1	29	2.2	15	-3
21	COC(=O)c1ccc(N2CCN(S(=O)(=O)c3ccc(Br)cc3)CC2)c([N+](=O)[O-])c1
    4	i	-2	0	-14	-0.8	-15	1.8	-2	-4
22	COc1ccc(Cl)cc1NC(=O)CSc1nnc(Cn2c(=O)sc3ccccc32)n1C
    -2	i	0	-3	8	-0.4	-1	-1.0	17	8
23	C(=C\c1ccccc1)/C=N/n1cnnc1
    1	i	0	0	-22	-0.1	-4	-0.4	-2	8
24	COc1nc(NS(=O)(=O)c2ccc(C)cc2)nc(C)c1Cl
    2	i	4	1	8	0.2	-4	1.5	1	-4
25	CCN(NC(=O)C(O)(c1ccc(F)cc1)c1ccc(F)cc1)C(=O)c1ccccc1
    -3	i	0	1	2	0.2	-5	-2.7	4	11
26	CCOC(=O)N1CCN(C(=O)c2ccccc2N(Cc2ccccc2)S(=O)(=O)c2ccccc2)CC1
    -2	i	-3	-2	9	-0.7	-10	-0.2	3	-4
27	S=C(NCCc1ccccc1)Nc1ccccc1Cl
    8	i	4	0	0	0.3	-12	0.4	-4	-4
28	O=C(Nc1ccccc1)N(C1=NCCC1)c1ccccc1
    -2	i	-5	0	1	-0.4	-11	-0.3	-21	14
29	COc1cc(NC(=O)c2ccccc2)c(OC)cc1Cl
    1	i	-7	-3	1	-0.8	-3	0.3	2	12
30	Cc1ccc(-c2nn(-c3ccccc3)cc2/C=N/O)cc1
    -1	i	-8	0	6	-0.9	-7	0.0	14	-10
31	C=CCN(CC(=O)Nc1cccnc1)S(=O)(=O)c1ccc(Cl)cc1
    -1	i	0	-5	6	-0.5	2	-1.5	2	-3
32	COc1cc(-n2c(=O)c3ccccc3n(Cc3cccnc3)c2=O)cc(OC)c1OC
    -5	i	0	0	2	-1.5	-4	-0.4	-1	1
33	Cn1nc(C(C)(C)C)cc1NC(=O)Nc1cc(Cl)cc(Cl)c1
    -2	i	2	-8	8	1.4	-4	1.1	2	11
34	CC(=O)c1cccc(-c2ccnc3c2CC(C(=O)Nc2cccc(C(F)(F)F)c2)O3)c1 (centres undefined)
    -2	i	0	2	7	-0.2	nt	4.3	-8	11
35	Cc1ccccc1OCC(=O)NN1C(=O)C2C3C=CC(O3)C2C1=O (centres undefined)
    2	i	2	3	-3	-1.8	6	-1.6	-8	-7
36	Cc1ccc(CNC(=O)c2cc(S(=O)(=O)N3CCCCC3)ccc2N2CCOCC2)cc1
    -1	i	3	2	8	-0.2	-5	-1.0	11	15
37	COc1cc(C(=O)COC(=O)c2ccc3c(c2)OCCO3)cc(OC)c1OC
    0	i	-2	2	0	-0.4	nt	-0.1	-11	11
38	CNC(=O)C1CCN(S(=O)(=O)c2c(C)noc2/C=C/c2ccc(C)cc2)CC1
    4	i	-4	6	-10	-0.1	-5	0.1	-10	14
39	COc1ccc(Cl)c(Cn2c(NCC(C)O)nc3c2c(=O)n(C)c(=O)n3C)c1 (centres undefined)
    0	i	5	-2	-5	-0.9	1	-0.3	4	13
40	COc1nc(N)c(S(=O)(=O)c2ccccc2)cc1C#N
    -2	i	-9	-2	6	-0.5	-4	-0.5	-45	-4
41	Cc1cccc(N2CCN(C(=O)C(C)C)CC2)c1C
    0	i	-5	-1	-2	-0.3	0	0.1	4	-1
42	O=C(COC(=O)[C@H](Cc1ccccc1)NC(=O)c1cccs1)Nc1c(Cl)cccc1Cl
    0	i	4	4	3	0.4	-13	-0.2	0	2
43	COc1cc([N+](=O)[O-])cc(/C=N/NC(=O)Cn2cncn2)c1O
    2	i	-5	-1	-40	-0.6	-2	2.3	-18	0
44	COc1ccc(N(C)C(=O)c2cc3c(s2)-c2ccccc2OC3)c(OC)c1
    -2	i	-2	0	-6	3.1	-4	-0.8	7	-1
45	COC(=O)C1=C(C)N(C)C(=S)NC1c1ccccc1 (centres undefined)
    -3	i	0	2	1	-0.4	-2	-2.1	-1	6
46	COC(=O)c1ccc(CSc2ccccc2NC(=S)Nc2cccc(C(F)(F)F)c2)o1
    -1	i	-4	-3	8	-0.2	nt	1.1	-1	-6
47	COc1ccc(/C=N/NC(=O)Cc2cc(OC)c(OC)cc2[N+](=O)[O-])cc1
    -3	i	1	3	-16	-0.9	-1	-0.3	-2	-9
48	COCCNC(=O)CCCC(=O)NCCOC
    -1	i	-2	1	2	-1.1	-2	-1.2	3	3
49	CCOC(=O)C1CCN(C(=O)COC(=O)CSc2ccccc2C)CC1
    -1	i	1	5	0	0.0	-4	-0.8	8	-2

# Of the compounds above, eleven contain a Cl atom.
# Below each compound: STEP block	Neddyl block	NadD block	DNMT1 block	SUMO1 PPI mod	TbMetRS inhib	Scp1 inh	LMPTP inh	NRP1-CendR mod	SKN-1 block
3	O=C(NCc1cccc(Cl)c1)c1cccc(S(=O)(=O)N2CCCCC2)c1
    1	i	-7	3	1	4.9	-8	1.5	11	-9
8	Cc1cc(OCC(=O)OCC(=O)N(C)Cc2ccccc2C)ccc1Cl
    0	i	-3	-7	2	-0.3	-6	1.9	8	0
9	C/C(=N/NC(=O)CNc1ccc(C)cc1)c1ccc(Cl)cc1
    -1	i	12	-4	-5	-0.3	-4	-1.3	-18	10
22	COc1ccc(Cl)cc1NC(=O)CSc1nnc(Cn2c(=O)sc3ccccc32)n1C
    -2	i	0	-3	8	-0.4	-1	-1.0	17	8
24	COc1nc(NS(=O)(=O)c2ccc(C)cc2)nc(C)c1Cl
    2	i	4	1	8	0.2	-4	1.5	1	-4
27	S=C(NCCc1ccccc1)Nc1ccccc1Cl
    8	i	4	0	0	0.3	-12	0.4	-4	-4
29	COc1cc(NC(=O)c2ccccc2)c(OC)cc1Cl
    1	i	-7	-3	1	-0.8	-3	0.3	2	12
31	C=CCN(CC(=O)Nc1cccnc1)S(=O)(=O)c1ccc(Cl)cc1
    -1	i	0	-5	6	-0.5	2	-1.5	2	-3
33	Cn1nc(C(C)(C)C)cc1NC(=O)Nc1cc(Cl)cc(Cl)c1
    -2	i	2	-8	8	1.4	-4	1.1	2	11
39	COc1ccc(Cl)c(Cn2c(NCC(C)O)nc3c2c(=O)n(C)c(=O)n3C)c1 (centres undefined)
    0	i	5	-2	-5	-0.9	1	-0.3	4	13
42	O=C(COC(=O)[C@H](Cc1ccccc1)NC(=O)c1cccs1)Nc1c(Cl)cccc1Cl
    0	i	4	4	3	0.4	-13	-0.2	0	2
